TbREL1 inh: TbREL1 inhibition, primary screen. P86926. TbREL1 RNA ligation, FRET fluorescence. inhibition, % at 9.66 µM. 89,000 tested, 0.49% active;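 active means inhibition above the mean inhibition across all screened compounds plus 3 SD, cut at about 11% in these data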;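 further: 0% = plate median of test wells and 100% = NSC42067 control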
Target sequence (P86926 whole entry, looked up): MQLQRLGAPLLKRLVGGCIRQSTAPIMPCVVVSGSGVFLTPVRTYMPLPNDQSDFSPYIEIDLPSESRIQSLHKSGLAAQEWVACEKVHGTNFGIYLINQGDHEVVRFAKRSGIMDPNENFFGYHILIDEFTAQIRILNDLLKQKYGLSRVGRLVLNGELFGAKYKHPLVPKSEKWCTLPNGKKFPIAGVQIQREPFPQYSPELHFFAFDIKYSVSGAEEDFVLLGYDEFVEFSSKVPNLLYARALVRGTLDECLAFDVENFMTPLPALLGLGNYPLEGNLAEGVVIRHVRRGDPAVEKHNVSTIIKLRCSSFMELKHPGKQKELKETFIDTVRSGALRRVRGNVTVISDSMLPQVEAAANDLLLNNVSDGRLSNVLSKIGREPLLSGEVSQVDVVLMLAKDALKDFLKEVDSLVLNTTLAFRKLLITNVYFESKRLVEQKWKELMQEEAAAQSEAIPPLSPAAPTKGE
Active calls of the source: *. The list is partial; rates above refer to the full screens.

TbREL1 inh	Compound
2.6	COc1ccc(S(=O)(=O)N2CCC(C(=O)NCC3CCCO3)CC2)cc1Cl (stereo unspecified)
-4.0	O=C(c1cc(S(=O)(=O)N2CCOCC2)ccc1F)N1CCN(Cc2ccccc2)CC1
-1.8	COc1ccc(CNC(=O)C[C@H]2C(=O)N(Cc3ccccc3)C[C@@H]2Cc2ccccc2)cc1
-1.1	S=C1SCN(CC2CC2)CN1CC1CC1
1.2	COc1ccc(Br)cc1/C=N/NC(=O)c1ccc(COc2ccc3c(c2)CCC3)o1
2.4	CCOC(=O)CN1C(=O)N[C@@H](c2cccc(F)c2)C(C(C)=O)=C1C
-1.0	COc1ccc(Br)cc1CN1CCN(C(=O)c2ccc(F)cc2)CC1
-3.1	CCCCN(CC)C(=O)CSc1nc2c(sc(=S)n2-c2ccc(OCC)cc2)c(=O)[nH]1
0.4	O=C(Nc1cccc(S(=O)(=O)N2CCCC2)c1)c1ccco1
-2.6	COc1cc(NC(=O)c2ccc(OCc3c(C)noc3C)c(OC)c2)cc(OC)c1
4.1	CCN(c1cccc(C)c1)S(=O)(=O)c1cc2[nH]c(=O)c(=O)[nH]c2cc1C
-2.1	COc1ccc(-n2c(-c3cnccn3)n[nH]c2=S)cc1
4.4	O=C(N[C@@H](Cc1ccccc1)C(=O)NCP(=O)(O)OC(Cc1ccccc1)C(=O)O)OCc1ccccc1 (stereo partly specified)
-2.3	CC(c1nc2ccccc2c(=O)[nH]1)N(C)c1ccc2ccccc2c1 (stereo unspecified)
-2.6	CCOC(=O)c1ccc(NC(=S)N(CCCN2CCCC2)Cc2ccco2)cc1
0.3	CCOc1cc(/C=N/NC(=O)c2cccnc2)ccc1OCc1ccc(C(=O)OC)o1
-4.4	Cc1nn(C)c(C)c1/C=C(\C#N)S(=O)(=O)c1ccc(F)cc1
0.9	Cc1cccnc1NC(=O)c1cc2c(=O)oc3ccccc3c2s1
2.6	Cc1nnc(SCc2ccccc2)n1N
-2.6	COc1ccc(CN(C(=O)c2ccco2)c2ccccc2)cc1
0.8	CC/C(Cc1ccccc1)=N/NC(=O)c1cccc(Br)c1
0.0	COc1cc2c(c(OC)c1OC)[C@@]1(c3ccccc3)CCCCC[C@H]1[C@@H]2NC(=O)C(F)(F)F
4.9	Cc1cn([C@H]2C[C@H](O)[C@@H](COS(=O)(=O)O)O2)c(=O)[nH]c1=O
0.7	Cc1sc2ncn(CC(=O)NCCCC(=O)NCc3ccc(F)cc3)c(=O)c2c1C
3.0	COc1ccc(NC(=O)c2ccc3c(c2)OCO3)cc1Cl
0.1	CCN(CC(=O)Nc1ccccc1OC)C(=O)CN1C(=O)NC(C)(c2ccccc2)C1=O (stereo unspecified)
3.3	C=CCNC(=O)/C(C#N)=C/c1cn(-c2ccccc2)nc1-c1ccc(OC)c([N+](=O)[O-])c1
4.1	Cc1ccc(N=Cc2cccc(O)c2O)c(C)c1
3.7	CN(C)c1ccc(S(=O)(=O)N2CCCCC2)cc1NC(=O)COc1ccccc1F
-1.1	CC(C)(C)C(=O)COC(=O)c1cccc(NC(=O)c2ccco2)c1
5.5	Cc1cccnc1NC(=O)c1ccc(C(=O)c2ccccc2)cc1
1.1	Cc1cc(C)n2nc(SCC(=O)N(C)C)nc2n1

Part of the list above in order of molar mass, low to high.
TbREL1 inh	Compound
3.0	COc1ccc(NC(=O)c2ccc3c(c2)OCO3)cc1Cl
-1.1	CC(C)(C)C(=O)COC(=O)c1cccc(NC(=O)c2ccco2)c1
3.7	CN(C)c1ccc(S(=O)(=O)N2CCCCC2)cc1NC(=O)COc1ccccc1F
0.1	CCN(CC(=O)Nc1ccccc1OC)C(=O)CN1C(=O)NC(C)(c2ccccc2)C1=O (stereo unspecified)

Further results follow:
TbREL1 inh	Compound
-2.5	CN(C)C(CN=C1NS(=O)(=O)c2ccccc21)c1ccco1 (stereo unspecified)
4.2	Cc1oc(-c2cccs2)nc1CS(=O)CC(=O)NCCCOC(C)C (stereo unspecified)
-1.4	Cc1cccc(NC(=S)NCC23C=CC(O2)C2C(=O)N(c4ccc(Cl)cc4)C(=O)C23)c1 (stereo unspecified)
6.5	O=S1(=O)[C@H]2C[C@@H]3C=C[C@@]2(CN1Cc1cccc(C(F)(F)F)c1)O3
-0.9	Cc1cccc(-c2nnc(SCC(=O)NC3CC3)n2C)c1
-1.8	CC1(C)SC(=S)N(Cc2ccc3c(c2)OCO3)C1N(O)C(=O)NC1CCCCC1 (stereo unspecified)
1.1	COc1ccc(-c2cc(O)cc(O)c2)cc1
15.7*	COc1ccccc1NS(=O)(=O)c1cccc(C(=O)NNC(=O)c2ccc(NC(C)=O)cc2)c1
1.2	CCC(C(=O)Nc1ncn[nH]1)(C(F)(F)F)C(F)(F)F
-0.8	Cc1ccc(C)c(NC(=O)CCN2CCOCC2)c1
-0.9	C=CCc1cccc2cc(C(=O)N3CCN(C(=O)c4ccco4)CC3)c(=O)oc12
4.8	CN(C)P(=O)(Nc1cccc2ccccc12)Nc1cccc2ccccc12
3.0	O=[N+]([O-])c1c(Nc2cccc(O)c2)cc(Cl)c2nonc12
7.0	Cc1cc(C)cc(NC(=O)Nc2ccc3c(c2)N(C)C(=O)CS3)c1
1.4	CCC(=O)Nc1ccc(NC(=O)c2cccc3c(Br)cccc23)cc1
2.4	Cc1cccc(CCN2CCN=C2Nc2ccccc2)c1
-2.2	Cc1ccc(S(=O)(=O)NCc2ccccc2)cc1C(=O)N1CCN(S(=O)(=O)c2ccccc2F)CC1
-0.5	Cc1cccc(NC(=O)c2ccc(N3CCCCC3)c([N+](=O)[O-])c2)n1
0.0	NS(=O)(=O)c1ccc(CNC(=O)/C=C/c2ccc(S(=O)(=O)N3CCOCC3)cc2)cc1
2.7	O=C(Cc1n[nH]c(=O)[nH]c1=O)N/N=C/c1ccccc1
-1.1	Cc1cc(C)cc(N(C(=O)CNS(=O)(=O)c2ccccc2)C(C(=O)NCc2ccccc2)c2ccc(C)o2)c1 (stereo unspecified)
-1.6	Cc1c(Cl)cccc1NC(=O)CCC(=O)N/N=C/c1ccc[nH]1
3.0	COc1cccc(-n2c(Cc3cc(=O)[nH]c(=O)[nH]3)nnc2SCC(=O)Nc2ccccc2)c1
-2.1	CS(=O)(=O)Nc1cccc(NC(=O)C2Cc3c(-c4cccc(F)c4)ccnc3O2)c1 (stereo unspecified)
-1.7	COc1ccccc1NC(=O)C1CCN(S(=O)(=O)c2ccc3c(c2)NC(=O)CO3)CC1
4.9	COc1ccccc1NS(=O)(=O)c1ccc(C)c(C(=O)N2CCCC2)c1
6.3	O=C(CCNS(=O)(=O)c1ccccc1F)NCc1ccc2c(c1)OCO2
1.5	Cc1cc(Cl)ccc1OCC(=O)Nc1ccc(CN2CCOCC2)cc1
1.1	O=C(N/N=C/c1ccccc1O)C(=O)N1CCCCCC1
-1.1	CCOc1ccc(Nc2oc(-c3cccs3)nc2C#N)cc1
-1.1	C[C@@H]1CN([C@@H](C)CO)C(=O)CCCn2nncc2CO[C@@H]1CN(C)S(=O)(=O)c1ccc(C#N)cc1
3.5	Cc1cc(C(=O)CSc2nc(N)cc(N)n2)c(C)n1-c1cccc(F)c1
-1.4	COc1ccc(S(=O)(=O)N2CCCCC2)cc1NC(=O)CNc1ccccc1N1CCCC1=O
0.4	CCCCN(C1CCS(=O)(=O)C1)S(=O)(=O)c1ccc(C(C)C)cc1 (stereo unspecified)
0.0	COc1ccc(N(CC(=O)Nc2ccc(OC)c(Cl)c2)S(=O)(=O)c2c(C)noc2C)cc1
-0.9	COc1cccc(CC(=O)Nc2ccccc2N2CCCC2)c1
-1.7	COc1ccc(CN(Cc2cccn2C)S(=O)(=O)c2ccccc2)cc1
-3.0	Cc1cccc(C(C)C)c1NC(=O)COC(=O)CCC(=O)N(CC(C)C)c1c(N)n(CC(C)C)c(=O)[nH]c1=O
1.7	COc1cc(OC)cc(-c2c(-c3cccs3)c3cc(-c4cc(OC)c(OC)c(OC)c4)ccc3n2C)c1
-0.1	CCCn1nc2cc(C(=O)NCc3ccc(C)cc3)ccc2c1OC

The list goes on; the last six above are carried over.
TbREL1 inh	Compound
0.0	COc1ccc(N(CC(=O)Nc2ccc(OC)c(Cl)c2)S(=O)(=O)c2c(C)noc2C)cc1
-0.9	COc1cccc(CC(=O)Nc2ccccc2N2CCCC2)c1
-1.7	COc1ccc(CN(Cc2cccn2C)S(=O)(=O)c2ccccc2)cc1
-3.0	Cc1cccc(C(C)C)c1NC(=O)COC(=O)CCC(=O)N(CC(C)C)c1c(N)n(CC(C)C)c(=O)[nH]c1=O
1.7	COc1cc(OC)cc(-c2c(-c3cccs3)c3cc(-c4cc(OC)c(OC)c(OC)c4)ccc3n2C)c1
-0.1	CCCn1nc2cc(C(=O)NCc3ccc(C)cc3)ccc2c1OC
1.6	O=C(NNS(=O)(=O)c1ccc2ccccc2c1)c1cccnc1
2.5	C#CCOC(=O)c1csc2nnsc12
0.1	CC1=C(C(N)=O)C(c2ccccc2F)NC(=O)N1 (stereo unspecified)
3.3	O=C(COC(=O)c1cccc(Cl)c1)NC1CCS(=O)(=O)C1 (stereo unspecified)
-2.0	O=C(COC(=O)C12CC3CC(CC(O)(C3)C1)C2)Nc1ccccc1OC(F)F
6.5	CCCCn1c(-c2ccc(Br)cc2F)nc2c1c(=O)[nH]c(=O)n2CC(C)C
0.7	Cc1csc(NC(=O)c2cccs2)n1
-3.9	CCOc1ccc(-n2nnc3c(=O)n(CC(=O)NCc4ccco4)cnc32)cc1
3.9	COc1cc(OC)cc(/C(N)=N/O)c1
-1.4	Cc1cccc(C(=O)OCC(=O)NC(C)C2CC3CCC2C3)c1O (stereo unspecified)
-1.2	CSc1nc(N)nc(SCC(=O)c2ccccc2)c1C#N
-2.3	CCOC(=O)N(C)c1c(CC)nc2c(OCc3ccc(F)c(F)c3)cccn12
5.3	Nn1c(SCC(=O)Nc2cccc(C(F)(F)F)c2)nncc1=O
2.7	Cc1ccc2nc(C)cc(NCCO)c2c1
1.9	COc1cccc(C(C)NC(=O)Nc2cc(Cl)ccc2OC)c1 (stereo unspecified)
-1.3	O=c1[nH]c(CN2CCN(c3ccccn3)CC2)nc2c(Br)cc(Br)cc12
0.6	O=C(CCNC(=O)Cn1cnc2ccccc2c1=O)NCCC1=CCCCC1
3.8	O=C(O)c1ccc(COCC(F)(F)F)cc1
-3.0	CC(C)(C)OC(=O)C[C@H]1C/C=C\C[C@@H](CC(=O)N[C@@H](CO)Cc2ccccc2)C(=O)NC[C@H](c2ccccc2)OC1=O
-0.6	COc1ccc(N2CCN(c3nc(C)c(C)c(=O)[nH]3)CC2)cc1
0.2	CC(CCCCCCCCC(=O)O)N(CCO)C(=O)OC(C)(C)C (stereo unspecified)
-3.7	Cc1cccc(NS(=O)(=O)c2ccc(C(C)(C)C)cc2)n1
4.2	CN(C)S(=O)(=O)c1cccc(NC(=S)N2CCc3ccccc32)c1
0.6	CCC(C)[C@H](NC(=O)OC(C)(C)C)C(=O)N/N=C/c1ccc2nccnc2c1 (stereo partly specified)

Gathered by group, those above containing bromine (6)
TbREL1 inh	Compound
1.2	COc1ccc(Br)cc1/C=N/NC(=O)c1ccc(COc2ccc3c(c2)CCC3)o1
-1.0	COc1ccc(Br)cc1CN1CCN(C(=O)c2ccc(F)cc2)CC1
0.8	CC/C(Cc1ccccc1)=N/NC(=O)c1cccc(Br)c1
1.4	CCC(=O)Nc1ccc(NC(=O)c2cccc3c(Br)cccc23)cc1
6.5	CCCCn1c(-c2ccc(Br)cc2F)nc2c1c(=O)[nH]c(=O)n2CC(C)C
-1.3	O=c1[nH]c(CN2CCN(c3ccccn3)CC2)nc2c(Br)cc(Br)cc12

(further entries)
TbREL1 inh	Compound
-0.3	Cc1cc(Cl)ccc1Oc1nc(-c2ccc(F)cc2)ccc1C#N
-5.6	Clc1cccc(CNC2CCC23CCCCC3)c1 (stereo unspecified)
-0.2	CC(C)Cc1nc2ccccc2[nH]1
-1.9	COCCCNC(=O)c1ccc(Cn2c(=O)c3ccccc3n(CC(=O)NCc3ccco3)c2=O)cc1
8.9	O=c1cc(SCc2ccc(Cl)cc2Cl)nc[nH]1
8.7	COc1ccccc1CNC1CCC12CCC(c1ccccc1)CC2 (stereo unspecified)
-0.4	CC1(C)OC(=O)N(Cc2ccco2)C1(C)O (stereo unspecified)
-3.2	NC(=O)c1nc(C(=O)N2CCN(c3ccccc3)CC2)c2ccccc2n1
-2.5	O=C(COC(=O)Cc1ccc(Br)cc1)NC1CCCCC1
-0.8	COC(=O)c1ccc(CNC(=O)c2ccc3c(c2)S(=O)(=O)N=C2CCCCCN23)cc1
0.4	COc1ccccc1CNC(=O)C1CCN(Cc2nc(-c3cccc(Cl)c3)oc2C)CC1
0.4	CC(=O)c1cccc(-c2cnc3c(NC=O)cc(-c4ccc(N5CCN(C)CC5)cc4)cn23)c1
-0.1	Cc1nc2ccc(NC(=O)N3CCOCC3)cc2nc1C
-2.2	Cc1cc(C=O)c(C)n1-c1ccc(N2CCOCC2)cc1
2.1	CN(C)C(CNC(=O)CCCN1C(=O)c2cccc3cccc(c23)C1=O)c1ccccc1 (stereo unspecified)
1.3	CC(C)(C)CC(=O)N1CCN(c2ccc(S(=O)(=O)N3CCOCC3)cc2[N+](=O)[O-])CC1
1.8	O=C(Nc1cccc(C(=O)NC2CCCC2)c1)c1ccccc1
-0.5	CCC/C(=N\NC(=O)c1csc(C)c1C)c1cccs1
3.6	O=C1CC(C(=O)Nc2ccc(F)cc2)S/C(=N\N=C\c2ccco2)N1 (stereo unspecified)
0.8	Cc1cc(C)nc(SCc2ccc(C(=O)NN=C3C4CC5CC(C4)CC3C5)cc2)n1
-4.7	CCOC(=O)C1(Cc2ccccc2)CCCN(Cc2ccncc2)C1 (stereo unspecified)
0.9	CCOC(=O)c1[nH]cnc1C(=O)NCc1ccccc1
1.8	CCOC(=O)CN1CC23C=CC(O2)C(C(=O)NC2CCCC2)C3C1=O (stereo unspecified)
3.5	CC1(C)CC2(CCO1)OC(=O)CC2C(=O)NCc1ccccc1 (stereo unspecified)
-2.7	C=CCOc1nc2c(c(=O)n(C)c(=O)n2C)n1Cc1ccccc1Cl
-3.4	CC(C)N1C(=O)C2C(C(=O)NC3CCCCC3)C3C=CC2(O3)C1C(=O)NC1CCCCC1 (stereo unspecified)

High-throughput results from PubChem BioAssay.
